# Screens: PubChem BioAssay, National Center for Advancing Translational Sciences (NCATS)
# RXFP1 antag: blocks the human relaxin receptor RXFP1; HEK293-RXFP1, relaxin-stimulated cAMP HTRF, 30 min; hits give low values; activity change, negative = inhibition, % at 57.5 µM; 350,000 compounds, 0.59% hits;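 active means activity change of -60% or lower, but not beyond a set lower limit; inconclusive means change between -60% and -40%, or beyond the set limit; inactive means change above -40%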; further: on the % scale 0 is the no-effect control and ±100 the full control effect
# Target sequence (Q9HBX9 whole entry, looked up): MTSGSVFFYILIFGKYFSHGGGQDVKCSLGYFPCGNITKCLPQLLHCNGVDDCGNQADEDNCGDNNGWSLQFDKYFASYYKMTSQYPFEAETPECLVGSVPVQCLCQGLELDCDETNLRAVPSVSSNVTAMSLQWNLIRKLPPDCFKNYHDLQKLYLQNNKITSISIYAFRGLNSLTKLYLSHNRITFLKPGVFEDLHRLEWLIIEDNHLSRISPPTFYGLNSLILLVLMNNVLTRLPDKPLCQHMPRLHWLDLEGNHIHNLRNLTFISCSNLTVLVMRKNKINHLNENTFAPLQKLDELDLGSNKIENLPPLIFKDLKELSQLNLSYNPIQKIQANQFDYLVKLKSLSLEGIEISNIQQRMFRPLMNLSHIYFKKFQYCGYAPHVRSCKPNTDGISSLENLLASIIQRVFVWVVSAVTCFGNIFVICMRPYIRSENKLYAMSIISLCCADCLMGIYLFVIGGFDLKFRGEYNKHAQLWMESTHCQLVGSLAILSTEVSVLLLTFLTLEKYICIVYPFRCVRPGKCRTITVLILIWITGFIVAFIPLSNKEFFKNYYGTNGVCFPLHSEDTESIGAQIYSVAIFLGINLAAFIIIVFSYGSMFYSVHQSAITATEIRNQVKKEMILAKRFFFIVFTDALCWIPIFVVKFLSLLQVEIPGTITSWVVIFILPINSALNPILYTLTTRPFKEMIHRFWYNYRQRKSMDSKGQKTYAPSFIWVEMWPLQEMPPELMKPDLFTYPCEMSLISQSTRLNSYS
# RXFP1 ag: agonists of human relaxin receptor RXFP1 | Q9HBX9 | HEK293T-RXFP1 cAMP TR-FRET, 30 min; response scale: percent of porcine relaxin response, buffer zero | Potency, µM (series often up to 57.5 µM), for the others: top-dose activation, actives largely listed as activators | 370,000 compounds, 0.3% hits | AID 2676; further: potency means the concentration at half of the fitted maximal effect; on the % scale 0 is the no-effect control and ±100 the full control effect; nearly all actives have a fitted effect of over 60% in size; many of its hits are not listed in these tables
#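 HEK293T cells stably expressing RXFP1 were pretreated with the PDE4 inhibitor Ro 20174, exposed to compounds for 30 min at 37C, lysed, and cAMP was read by TR-FRET. Data normalized to buffer (basal) and 29 nM porcine relaxin (100%).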
# D1 agonist: activates the human D1 dopamine receptor. P21728. HEK293 T-REx D1 cells, calcium flux, agonist mode. activation, % at 2 µM. 360,000 compounds, 1% hits; in the data active means activation above about 30%; further: 0% is about no effect
#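 Inducible HEK293 T-REx D1 cells, force-coupled to calcium signalling, were plated at 4000 cells/well with tetracycline and held overnight at 30 C. After no-wash calcium dye loading, compound-evoked calcium rise over 180 s flagged agonists.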
# D1 antag: human D1 dopamine receptor antagonism. P21728. HEK293 TREx D1 cells, calcium flux, dopamine EC80; hits give low values. activity change, negative = inhibition, % at 10 µM. 360,000 compounds, 3.2% hits. AID 504652; in the data active means activity change below about -30%; further: on the % scale 0 is the no-effect control and ±100 the full control effect
#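 Cells carrying a force-coupled, tetracycline-inducible human D1 receptor report calcium flux. Each well gets a 10 s baseline, compound with 180 s monitoring, then an EC80 dopamine stimulus with a second 180 s kinetic read.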
# Glioma ERSR ind: induces the endoplasmic reticulum stress response in human glioma cells. U87-MG GRP78 promoter luciferase reporter, 16 h. Potency, µM, inactives show at the highest dose activation, usual class: activators. 420,000 compounds, 0.02% hits. AID 602332; further: potency means the concentration at half of the fitted maximal effect; series mostly up to about 76 µM; % of control where 0% means no effect; nearly all actives have a fitted effect of over 35% in size
#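 ERSR induction read as luciferase luminescence (Bright-Glo, 10 min at room temperature) in stably transfected human U87-MG glioma cells exposed to compounds for 16 h, using GRP78 as sensor.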
# Vif-A3G inh: blocks the Vif interaction with human APOBEC3G | HeLa A3G-eYFP + Vif (tagged APOBEC3G with the HIV-1 protein that degrades it), YFP fluorescence, overnight | Potency, µM (doses to about 46.1 µM), for inactives: at the highest dose activity, negative = active, hits mostly inhibitors | 410,000 compounds, 0.076% hits;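 further: potency means the concentration at half of the fitted maximal effect; on the % scale 0 is the no-effect control and ±100 the full control effect; nearly all actives have a fitted effect of over 60% in size; hits raise eYFP signal because A3G escapes Vif-driven loss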
#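 Read-out is eYFP fluorescence (Ex 488/Em 500-530) from Vif-expressing HeLa A3G-eYFP cells; more signal means A3G escaped Vif-mediated degradation. Cells plated overnight, compound pinned in, incubated overnight at 37 deg C.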
# Vif-A3F inh: blocks the Vif interaction with APOBEC3F | 390,000 compounds, 0.2% hits | Potency, µM (series often up to 46.1 µM), inactives show at the highest dose activity, negative = active | AID 602313 | HeLa A3F-eYFP + Vif (tagged APOBEC3F with the HIV-1 protein that degrades it), YFP fluorescence increase; further: potency means the concentration at half of the fitted maximal effect; % of control where 0% means no effect; nearly all actives have a fitted effect of over 65% in size
#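 HeLa cells stably expressing A3F-eYFP plus Vif, plated and incubated overnight at 37 deg C, then exposed to compounds overnight at 37 deg C. Blocked degradation read as raised yellow fluorescence (Ex 488/Em 500-530).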
# D2 PAM: positively modulates the human D2 dopamine receptor allosterically; P14416; HEK293 T-REx D2, calcium flux, EC20 dopamine potentiation; potentiation, % at 10 µM; 340,000 compounds, 0.34% hits; AID 485347;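 active means potentiation over 3 SD above the plate norm, cut at about 30% in these data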; further: 0% is about no effect
#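 Tetracycline-induced Hek293 Trex D2 cells, force-coupled to calcium, loaded with no-wash calcium dye. Compound added with 180 s kinetic read for agonism, then EC20 dopamine and a further 180 s read for potentiation.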
# D1 potentiator: human D1 dopamine receptor positive modulation. HEK293 TREx D1 cells, calcium flux, dopamine EC20 potentiation. potentiation, % at 10 µM. 360,000 compounds, 0.036% hits; in the data active means potentiation above about 30%; further: 0% is about no effect
# Starred values were filed as active, the others as inactive; ? = inconclusive; . = not tested or not shown; & = joins results of further samples. Unless noted, the call rests on the fitted dose curve; in most records, active means well fitted curve in the direction sought with a large enough effect; inconclusive means small, poorly fitted or top-dose-only effect, or another doubt; inactive means no such curve, though single readings can be large; an effect the other way counts as inactive or inconclusive. An excerpt; rates above refer to the full screens.
SMILES,RXFP1 antag,RXFP1 ag,D1 agonist,D1 antag,Glioma ERSR ind,Vif-A3G inh,Vif-A3F inh,D2 PAM,D1 potentiator
CCc1nnc(SC(CC)C(=O)Nc2cccc(OC)c2)c2cc3oc(C)cc3n12 (centres undefined),-12,1.3%,1,-1,.,.,.,0,-3
Cc1ccccc1OCC(=O)Nc1ccccc1CO,-15,0.3%,1,-21,7%,-3%,1%,-11,-4
O=C1NC(=S)S/C1=C\c1ccc(SCc2ccco2)o1,.,0.1%,8,-14,-3%,-16%,1%,-7,-9
COc1ccc(S(=O)(=O)N2CCN(c3nc4ccccc4nc3-n3nc(C)cc3C)CC2)cc1,.,1.6%,3,-3,.,.,.,0,-3
COC(=O)c1ccc(Cl)cc1NC(=O)N1CCCn2nc(C)cc21,-14,7.2%,6,-3,-4%,-2%,0%,4,0
CCCC(CCC(=O)Nc1ccn(-c2ccccc2)n1)C(=O)O (centres undefined),-13,-0.3%,7,-1,-2%,1%,2%,0,4
Cc1ccccc1-n1cc(-c2ccccc2)nc1SCC(=O)Nc1ccc(F)cc1,-8,2.7%,3,11,-1%,4%,-12%,-15,-3
CC1CCN(C(=O)C2CCC(CNS(=O)(=O)c3cccc4cccnc34)CC2)CC1 (centres undefined),.,-0.4%,0,-29,.,.,.,15,0
CCOc1cc(/C=C(\C#N)c2[nH]nc(N)c2C#N)ccc1O,-3,4.7%,2,-14,5%,-16%,-26%,-14,-7
CN(c1ccc(OCC(=O)OCC(=O)Nc2ccccc2F)cc1)S(=O)(=O)c1cccs1,-12,5.7%,36*,-40*,-2%,0%,9%,-4,-6

# Taken from the entries so far (2 entries):
SMILES,RXFP1 antag,RXFP1 ag,D1 agonist,D1 antag,Glioma ERSR ind,Vif-A3G inh,Vif-A3F inh,D2 PAM,D1 potentiator
CCOc1cc(/C=C(\C#N)c2[nH]nc(N)c2C#N)ccc1O,-3,4.7%,2,-14,5%,-16%,-26%,-14,-7
CN(c1ccc(OCC(=O)OCC(=O)Nc2ccccc2F)cc1)S(=O)(=O)c1cccs1,-12,5.7%,36*,-40*,-2%,0%,9%,-4,-6

# (next part)
SMILES,RXFP1 antag,RXFP1 ag,D1 agonist,D1 antag,Glioma ERSR ind,Vif-A3G inh,Vif-A3F inh,D2 PAM,D1 potentiator
CCCn1c(N)c(C(=O)CSc2nnc3n2CCCCC3)c(=O)[nH]c1=O,-1,2.2%,0,4,1%,0%,4%,-5,0
O=S(=O)(Nc1cccc(Br)c1)c1cccc2nsnc12,6,-2.2%,3,-10,-8%,-1%,-22%,-17,0
CCc1ccc(-c2nc(SCC(=O)N(CCOC)c3c(N)n(Cc4ccccc4)c(=O)[nH]c3=O)n[nH]2)cc1,-5,-0.6%,3,29,-1%,-3%,4%,3,-10
c1ccc(-c2nc(NCCCn3ccnc3)c3oc4ccccc4c3n2)cc1,13,1.1%,0,2,-3%,2%,-5%,-3,-7
CC(=O)NC1CC2CCCC(C1)N2C(=O)Nc1cccc(Cl)c1 (centres undefined),-3,.,.,.,-2%,1%,11%,.,.
COc1cccc(C(=O)Nc2nc3ccccc3s2)c1,1,-0.8%,3,7,-2%,-4%,-4%,-6,0
Cc1cc(-c2nn(-c3ccccc3F)cc2CNCCc2cnccn2)c(C)s1,-2,-0.1%,3,3,-1%,-2%,-7%,-22,-6
c1ccc2cc(Cn3ccnc3)ccc2c1,-2,3.2%,4,-1,-1%,0%,1%,13,-4
O=C(CC1SC(=O)N(Cc2ccccc2Cl)C1=O)Nc1nccs1 (centres undefined),-7,0.0%,3,-2,-2%,4%,-8%,4,4
CC(C)COC(=O)c1ccc(NC(=O)C2C3C=CC(C3)C2C(=O)O)cc1 (centres undefined),-5,0.8%,-1,-25,6%,-2%,-5%,4,-2
Cc1ccc(OCC(=O)NNC(=O)C(=O)N2CCCC2)c(C)c1,-4,0.0%,1,13,-3%,0%,1%,2,-2
Cc1ccc(NS(=O)(=O)c2cccs2)nc1,4,-0.8%,0,9,1%,-10%,-4%,1,-1
Cc1ccc(-c2nn(C(C)(C)C)c3ncnc(N)c23)cc1,-1,1.7%,6,6,1%&-2%&-5%,-27%,4%,-2,-10
C=CCC(NCc1ccco1)c1ccc(OC)cc1OC (centres undefined),.,-0.2%,1,13,.,.,.,9,0
Cc1ccc(N=C2S/C(=C\c3cn(CC(=O)O)c4ccccc34)C(=O)N2C)cc1,-8,-0.1%,7,15,-6%,-17%,?,-1,-2
O=C(Nc1ccccc1C(F)(F)F)c1cc(-c2ccco2)on1,7,-4.8%,0,-3,5%,4%,7%,11,3
CNC(=O)COc1ccc(S(=O)(=O)Nc2ccccc2)cc1,2,-0.2%,-1,-16,0%,4%,8%,5,-2
COc1ccc(C(=O)/C=C/Nc2cc(C)ccn2)cc1,-10,0.6%,1,-24,-11%,-2%,?,14,-3
O=C(COC(=O)c1cc(S(=O)(=O)N2CCOCC2)ccc1F)Nc1ccc(Cl)cn1,-7,4.8%,1,-6,-4%,0%,-4%,-9,-5
CCC(C(=O)O)n1nnc(-c2ccc(-c3ccc(OC)cc3)cc2)n1 (centres undefined),-3,0.2%,0,-25,3%,0%,3%,13,-8
Cc1cccc(C)c1OCCCCn1cnc2ccccc2c1=O,10,3.2%,.,.,0%,1%,-1%,.,.
COc1ccc(-c2noc(CN(C(=O)c3ccccc3Cl)C(C)C)n2)cc1,-11,-1.9%,12,-6,0%,8%,-6%,0,-2
COc1ccc(C(=O)N=c2sc3cc(Cl)ccc3n2C)cc1,-5,7.7%,1,12,0%,5%,3%,1,1
Cc1ccc(C(O)(C(=O)NNc2ccccn2)c2ccc(C)cc2)cc1,?,0.0%,0,15,-4%,-1%,7%,-5,3
CCC(Sc1nc2ncccc2[nH]1)C(=O)Nc1cccc(OC)c1 (centres undefined),3,1.6%,2,-14,-2%,0%,0%,-5,1
O=C(COC(=O)C(O)C(O)C(=O)OCC(=O)c1ccc(C(F)(F)F)cc1)c1ccc(C(F)(F)F)cc1 (centres undefined),-9,-2.4%,2,10,-1%,2%,3%,0,0
CCCC(C)NC(=O)c1cc(S(=O)(=O)N2CCCCCC2)ccc1OC (centres undefined),10,2.0%,1,1,-5%,-2%,6%,4,-9
NC(=O)C1CCN(C(=O)c2ccc3ncsc3c2)CC1,0,.,.,.,-2%,-3%,-1%,.,.
O=C(Nc1ncc(C(F)(F)F)cc1Cl)c1ccc(S(=O)(=O)N2CCOCC2)cc1,-2,4.1%,0,-14,1%,2%,1%,2,-8
COc1ccc(Cc2c[nH]c(=O)[nH]c2=O)cc1,8,1.4%,3,4,-3%,0%,1%,3,0
CCN1CCN(C(=O)C2c3cc(OC)c(OC)cc3C(=O)N3CCc4ccccc4C23)CC1 (centres undefined),-1,1.9%,-1,12,0%,2%,-3%,-2,2
O=C1N/C(=C/c2cccs2)C(=O)N1Cc1ccc(Br)cc1,-3,-1.7%,-2,-3,-4%,-3%,0%,-8,2
Cc1ccccc1Cn1c(C)nc2ccccc21,8,-0.4%,21,-7,-7%,-1%,13%,1,-3
N/C(=N\OC(=O)Cc1cccs1)c1cccc([N+](=O)[O-])c1,-11,0.4%,4,-3,-1%,-4%,-32%,-1,3
O=C(COc1ccc2c(c1)oc(=O)c1ccccc12)NCCN1CCOCC1,-14,0.4%,1,10,-3%,1%,-8%,1,1
O=[N+]([O-])c1ccc(Oc2cccc3cccnc23)c([N+](=O)[O-])c1,5,1.8%,10,9,-2%,10µM*,?,-14,-5
O=C(CCN1C(=O)/C(=C/c2ccc(F)cc2)SC1=S)Nc1cc([N+](=O)[O-])ccc1O,3,1.9%,10,-12,1%,-1%,3%,8,-4
Cc1cn([C@H]2C[C@H](O)[C@@H](CNCC3=Cc4cc(O)ccc4OC3)O2)c(=O)[nH]c1=O,3,.,.,.,0%,1%,-1%,.,.
CC(=O)NC(Cc1ccccc1)C(=O)NC1CCN(C(=O)c2cnccn2)CC1 (centres undefined),-5,-0.1%,6,-5,-4%,0%,2%,10,-3
CCOc1ccc(N2CSC(=S)N(c3ccc(OCC)cc3)C2)cc1,-1,-1.0%,0,26,-2%,3%,-3%,0,-3
NC(=O)c1c(NC(=O)Cc2ccccc2)sc2c1CCN(Cc1ccccc1)C2,-13,-9.6%,7,10,-3%,-8%,-29%,-18,0
Cc1cccc(-c2nc3c4ccccc4nc(NCc4ccc(F)cc4)n3n2)c1,1,0.8%,1,-8,1%,1%,-5%,1,-7
COc1ccccc1NC(=O)CCC(=O)Nc1cc(OC)c(NC(=O)c2cccs2)cc1OC,-14,-0.2%,3,-10,2%,5%,5%,1,-2
COc1ccc(C(C(=O)NC(C)(C)C)N(Cc2ccco2)C(=O)CCC(=O)Nc2cc(C)on2)cc1 (centres undefined),3,-0.6%,2,-16,-4%,0%,-16%,-5,-8
CCCn1nc([N+](=O)[O-])c(C(C#N)c2nc3ccccc3s2)c(Cl)c1=O (centres undefined),-33,-3.3%,10,-1,-4%,-2%,2%,7,-3
CC(C)(C)NC(=O)c1cnn2c(C(F)F)cc(-c3ccccc3)nc12,?,5.0%,2,-9,-3%,2%,6%,-10,1
CC(=O)c1ccc(S(=O)(=O)N2CCN(c3ccccc3F)CC2)cc1,-21,1.1%,11,-8,-3%,1%,-1%,5,-4
COc1ccc(N2CCN(C(=O)c3ccc(CS(=O)(=O)c4ccc(Br)cc4)o3)CC2)cc1,8,0.3%&0.7%,2&4,-8&-9,-6%&-1%,2%&-5%,-14%&3%,-3&10,-6&-5
O=C(c1ccc(-c2ccccc2)cc1)N1CCN(c2ccccn2)CC1,3,-1.7%,5,0,-1%,-8%,4%,-4,0
Cc1ccc(/C=N/n2cnnc2)s1,-3,-0.4%,2,-8,-1%,0%,-4%,-6,-5
O=C1NN=C2CCCCCC12 (centres undefined),7,.,.,.,-2%,0%,-8%,.,.
